# From PubChem
# Cneo AK release: Cryptococcus neoformans lysis via adenylate kinase release; AID 651654; 0.2% of 360,000 active; lysis activity, % at 15 µM; C. neoformans lysis, adenylate kinase release luminescence, 4 h; normalised: neutral wells 0, clomiphene wells 100;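 active means mean lysis activity across replicates of at least 80%, whatever share of replicates individually reach that level; inactive means mean lysis activity below 80%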
#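 read-out = cell lysis signal | test system = log-phase Cryptococcus neoformans yeast cells | input = cells at 5 × 10^6 per mL | medium = fresh YPD growth medium | signal = luminescent adenylate kinase detection reagent | timing = 4 h at 37 °C static, read 1 h later | dosing = single dose | controls = Clomiphene as positive lysis control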
# PGC1a acetyl inh: PGC1a acetylation modulation, inhibitor mode; inhibition, % at 15.6 µM; U2OS PGC1a acetylation, AlphaScreen anti-acetyl-lysine; with virally co-expressed GCN5 acetyltransferase; 0.17% of 350,000 active;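 active means every replicate shows inhibition of at least 40%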;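 further: 0% = neutral control wells and 100% = positive control wells; some results beyond the cut were filed as inactive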
# GSIS activator: GLuc luminescence reporter in INS-1E cells, primary screen for activators of glucose-dependent secretion of insulin | activation, % at 16.6 µM | 0.61% of 370,000 active | AID 743287 | INS-1E GLuc reporter insulin secretion, 2-3 h;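 active means lowest replicate activation of at least 40%, so every replicate reaches that level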;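 further: 0% = median of neutral control wells and 100% = median of IBMX positive control wells; some compounds called inactive have numbers as strong as hits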
# C2C12 statin: suppressors of simvastatin-induced myotoxicity in C2C12 myotubes | rescue of ATP level, % at 7.49 µM | 0.78% of 330,000 active | AID 602340 | ATP luminescence, 48 h; scaled: DMSO 0, geranylgeraniol control 100;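 active means mean ATP rescue above about 67%, or every replicate alone reaching that limit, limit read from the data, passing the limit was not always enough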;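 further: myotubes were challenged with 10 µM simvastatin during compound exposure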
# F508del corr: CFTR F508del correction in bronchial cells; 0.36% of 350,000 active; CFBE cells, YFP halide quenching; stimulated with forskolin plus potentiator P3; % fluorescence drop versus neutral controls; AID 720511; activity (quench increase), % at 7.58 µM;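 active means mean added fluorescence quench of at least 8% versus neutral control, with both replicates also reaching 8%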;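 further: cells transiently co-express mutant CFTR-F508del with the halide-sensitive YFP; corrector assay measuring rescue of mutant channel to the surface after 24 h compound exposure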
# FN deposition inh: fibronectin deposition inhibition; AH1F fibroblasts, Alexa488-fibronectin deposition fluorescence, overnight; inhibition, % at 12.6 µM; 0.086% of 350,000 active; AID 743247;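 active means mean inhibition across replicates of 30% or more, regardless of how many single replicates reach that level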;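 further: positive control wells lacked labelled fibronectin entirely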
#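 Measured by – fluorescence 485/525 nm · System – AH1F fibroblast monolayer, labelled fibronectin deposition · Amount – 10000 cells per well · Buffer or medium – serum-reduced DMEM (2% serum) · Doses – single dose, pinned · Also added – fluorescent fibronectin at 24 nM final · Schedule – 1 h cell attachment, overnight exposure to compound and label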
# miR-122 sensor: blocks miR-122 activity in Huh7 sensor cells | AID 602342 | activation (reporter increase), % at 12.5 µM | 0.3% of 340,000 active | Huh7 miR-122 Renilla luciferase sensor, 48 h; neutral wells = 0, positive control = 100;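 active means mean replicate activation score at least 90 and every replicate individually at or above 90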;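 further: higher luciferase means less miR-122 activity so hits act as miR-122 inhibitors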
# PglD DTNB: PglD (C. jejuni) enzyme inhibition; purified PglD enzyme, DTNB colorimetric CoA detection; inhibition, % at 12.5 µM; 0.098% of 360,000 active; AID 602405; in the data active means inhibition above about 16%, passing the limit was not always enough; further: strong numbers were not always called active
# Numbers without * were called inactive; nt = not tested or not shown; & = joins results of further samples; [ ] = another dose, or the depositor's remark. Random draw from the library. About 2.1% of those tested had a hit in this group.
1. NS(=O)(=O)c1ccc(CNS(=O)(=O)c2ccc(Cl)nc2)cc1
2. O=C(Nc1nnc(C2CCCCC2)s1)c1cccs1
3. CCCOC(=O)CSc1nnc(-c2cc(OC)c(OC)c(OC)c2)o1
4. COc1ccc(S(=O)(=O)N(C)C[C@@H]2Oc3c(NC(=O)c4cc(C)nn4C)cccc3C(=O)N([C@@H](C)CO)C[C@@H]2C)cc1
5. c1ccc(CN2C3=NCCCN3c3ccccc32)cc1
6. CCOc1cc(S(=O)(=O)N2CCN(CC)CC2)ccc1Cl
compound no.	1	2	3	4	5	6
FN deposition inh	-7	6	nt	0	nt	nt
miR-122 sensor	-11	4	nt	-4[16.7 µM]	-7	0
PGC1a acetyl inh	nt	nt	nt	5	-9	3
Cneo AK release	-3	4	3	1	0	-3
F508del corr	-0.9	nt	nt	1.5	nt	nt
PglD DTNB	-2	-1	-1	2	3	1
GSIS activator	3	35	-9	-2	nt	nt
C2C12 statin	4	-2	5	-48	79*	9

7. COc1ccc(NS(=O)(=O)c2ccc(NS(=O)(=O)c3cccs3)cc2)cc1
8. CCOC(=O)/C(C#N)=C\C1=C(N2CCCC2)CC(C)(CC)OC1 (stereo not drawn)
9. COc1ccc(S(=O)(=O)N(C)C[C@@H]2Oc3ncc(-c4ccncc4)cc3C(=O)N([C@@H](C)CO)C[C@H]2C)cc1
10. COc1cccc(NC(=S)NCCc2ccccn2)c1
11. CC(=O)NCCn1c(SCC(=O)NCCC(C)C)nc2ccccc2c1=O
12. Cc1noc(C)c1S(=O)(=O)Nc1ccc2c(c1)CC(=O)N([C@H](C)CO)C[C@@H](C)[C@@H](CN(C)CC1CC1)O2
compound no.	7	8	9	10	11	12
FN deposition inh	-9	nt	-5	-10	3	nt
miR-122 sensor	-4	0	10[16.7 µM]	7	-1	2[16.7 µM]
PGC1a acetyl inh	0	-2	5	1	4	-4
Cneo AK release	-3	-13	-1	2	-2	-2
F508del corr	-0.6	nt	0.6	-2.4	nt	0.5
PglD DTNB	0	2	10	-5	3	3
GSIS activator	8	nt	11	-1	nt	2
C2C12 statin	1	-3	-4	nt	-10	-2

13. O=C(C[C@H]1CC[C@@H](NC(=O)Nc2ccccc2F)[C@H](CO)O1)NCc1ccc(Cl)cc1
14. Cc1ccc(S(=O)(=O)N(C)C[C@H]2Oc3c(NS(=O)(=O)c4cccs4)cccc3C(=O)N([C@@H](C)CO)C[C@H]2C)cc1
15. S=c1nc2ccccc2c2nc(-c3cccnc3)[nH]n12
16. COc1ccccc1S(=O)(=O)N(C)C[C@@H]1Oc2cc(C#CCC(C)C)ccc2S(=O)(=O)N([C@H](C)CO)C[C@@H]1C
17. O=C1COc2ccc(-c3n[nH]c(=O)c4ccccc34)cc2N1
18. COc1ccc(CN2C(=O)C(CC(=O)NCc3cccc4ccccc34)CC(C(=O)N(C(C)C)C(C)C)=C2C)cc1 (stereo not drawn)
compound no.	13	14	15	16	17	18
FN deposition inh	8	nt	-2	-4	12	4
miR-122 sensor	nt	-6[16.7 µM]	-13	3	-7	0
PGC1a acetyl inh	-4	6	4	-14&-10&-6	2	9
Cneo AK release	-1	-11	-1	0&1&-2	nt	0
F508del corr	0.7	5.5	1.9	3.0&-0.7&-1.1	2.6	0.9
PglD DTNB	1	3	-2	3&-2&-1	nt	4
GSIS activator	-9	13	8	-6&-24	-10	-13
C2C12 statin	7	36	-5	-15&8&4	-3	0

19. Cc1ccc2c(=O)n3c(nc2c1)C(Cc1ccc(O)cc1)NC(=O)c1cccnc1-3 (stereo not drawn)
20. COc1ccc(CCC(=O)OCC(=O)Nc2c(C)nn(-c3ccccc3)c2C)cc1
21. O=C(C[C@H]1CC[C@H](NC(=O)Nc2cc(F)ccc2F)[C@H](CO)O1)NCCCN1CCOCC1
22. Cc1cccc(NC(=O)CCc2c(C)nn(-c3ccc(N4CCCCC4)nn3)c2C)c1
23. C[C@H](CO)N1C[C@H](C)[C@H](CN(C)Cc2ccncc2)Oc2ccc(NS(=O)(=O)c3ccc(Cl)cc3)cc2C1=O
24. CC(=O)N(C)C1(c2nnnn2CCOC(=O)Nc2cccc3ccccc23)CCCC1
compound no.	19	20	21	22	23	24
FN deposition inh	-5	3	-4	16	nt	nt
miR-122 sensor	3	-12	nt	-1	-3[16.7 µM]	10
PGC1a acetyl inh	6	1	5	4	-6	8
Cneo AK release	-1	nt	-1	-5	-2	-1
F508del corr	1.6	-2.2	2.4	0.7	0.4	nt
PglD DTNB	-1	nt	-1	3	1	2
GSIS activator	4	8	3	-20	1	6
C2C12 statin	5	-2	0	-4	6	12

25. CCOC(=O)/C(=C/c1ccc(Cl)cc1)NC(=O)c1ccco1
26. O=C(Nc1ccon1)C(Sc1ccccc1)c1ccccc1 (stereo not drawn)
27. CCOC(=O)C1=CCN(S(=O)(=O)c2ccccc2Br)C1c1ccc(C)cc1 (stereo not drawn)
28. CCCCN1CCC(=O)C(C(=O)OCC)=C1C(=O)OCC
29. CCC(=O)Nc1ccc2c(c1)ncn2-c1ccccc1
30. COc1ccccc1CNC(=O)C1=C(C)C(=O)OC12CCC(C)CC2 (stereo not drawn)
compound no.	25	26	27	28	29	30
FN deposition inh	-6	nt	-4	3	-1	-13
miR-122 sensor	3	-5	-1	nt	-27	-1
PGC1a acetyl inh	-9	-13	-28	nt	nt	-5
Cneo AK release	-5	11	-2	-1	-1	1
F508del corr	nt	nt	2.4	3.7	nt	1.2
PglD DTNB	13	3	-3	1	-5	6
GSIS activator	15	nt	12	3	nt	-5
C2C12 statin	-1	-14	0	2	-21	-10

# Entries of single compounds, quoted from the list.
# COc1ccccc1CNC(=O)C1=C(C)C(=O)OC12CCC(C)CC2 (stereo not drawn) in the list: FN deposition inh: -13; miR-122 sensor: -1; PGC1a acetyl inh: -5; Cneo AK release: 1; F508del corr: 1.2; PglD DTNB: 6; GSIS activator: -5; C2C12 statin: -10
# CCCCN1CCC(=O)C(C(=O)OCC)=C1C(=O)OCC in the list: FN deposition inh: 3; miR-122 sensor: nt; PGC1a acetyl inh: nt; Cneo AK release: -1; F508del corr: 3.7; PglD DTNB: 1; GSIS activator: 3; C2C12 statin: 2

# (more compounds)
31. O=C(CSc1nc2ccccc2[nH]1)Nc1ccc2c(c1)CCC2
32. CCOc1ccc(NC(=S)Nc2ccc(OCc3ccccc3)cc2)cc1
33. Cc1ccc(C(=O)NCC(=O)N2CCc3ccccc3C2)cc1C
34. O=C(Cn1nc(-c2ccco2)ccc1=O)Nc1ccc(Br)cc1
35. O=C(NC1CCCCCC1)C1CCCN(S(=O)(=O)c2cnc[nH]2)C1 (stereo not drawn)
36. O=C(Nc1nnc(-c2ccccc2SCc2ccccc2)s1)Nc1ccccc1F
compound no.	31	32	33	34	35	36
FN deposition inh	5	4	-10	1	-7	nt
miR-122 sensor	-4	0	nt	nt	-1	2
PGC1a acetyl inh	-3	1	nt	nt	-3	2
Cneo AK release	12	7	-11	1	-1	1
F508del corr	nt	nt	-0.3	-0.7	-0.1	nt
PglD DTNB	5	-3	-2	-1	1	7
GSIS activator	nt	2	-1	-12	-6	nt
C2C12 statin	nt	nt	18	0	-3	nt

37. CC12CC(NC(=O)N1c1cccc(C(=O)NCc3ccccn3)c1)c1ccccc1O2 (stereo not drawn)
38. Nc1cc(=O)[nH]c(SCC(=O)c2ccc(F)cc2)n1
39. CC(C)NC(=O)N(C)C[C@@H]1Oc2ccc(NC(=O)Nc3ccc(C(F)(F)F)cc3)cc2C(=O)N([C@H](C)CO)C[C@H]1C
40. O=C(NCc1ccccc1C(F)(F)F)c1cccc2c1C(=O)c1ccc(N3CCC(N4CCCCC4)CC3)cc1S2(=O)=O
41. C[C@H](CO)N1C[C@H](C)[C@@H](CN(C)C(=O)Nc2ccc(F)cc2)Oc2ccc(NC(=O)CCC(F)(F)F)cc2CC1=O
42. Cc1ccc(Oc2nc(-c3ccccc3)ncc2S(=O)(=O)c2ccc(C)cc2)cc1
compound no.	37	38	39	40	41	42
FN deposition inh	0	3	nt	nt	nt	nt
miR-122 sensor	0	-32	1[16.7 µM]	-27	8[16.7 µM]	-9
PGC1a acetyl inh	nt	2	-2	-2	5	39
Cneo AK release	0	-2	-2	1	47	2
F508del corr	1.1	-2.2	1.0	-4.3	-5.3	nt
PglD DTNB	-5	2	-4	1	-5	2
GSIS activator	-4	-3	4	6	2	nt
C2C12 statin	-4	0	34	-9	11	nt

43. O=C(COC(=O)c1cc(S(=O)(=O)N2CCOCC2)ccc1F)Nc1cc([N+](=O)[O-])ccc1F
44. CC(=O)C1=C(C)OC(N)=C(C#N)C1c1cccc([N+](=O)[O-])c1 (stereo not drawn)
45. O=C(c1cc2ccccc2c(=O)o1)N1CCc2ccccc2C1
46. CC1=NN(C(=O)c2ccccc2F)C(O)(c2ccc(Cl)cc2)C1 (stereo not drawn)
47. COc1ccc(CCNC(=O)Cc2ccc(OC)c(OC)c2)cc1OC
48. COC(=O)c1ccc(NS(=O)(=O)c2ccccc2)o1
compound no.	43	44	45	46	47	48
FN deposition inh	nt	-3	nt	-2	nt	-3
miR-122 sensor	3	nt	14	13	-3	nt
PGC1a acetyl inh	1	-3	-6	nt	-8	6
Cneo AK release	1	nt	1	-2	0	nt
F508del corr	-5.2	0.3	nt	-0.2	-1.7	0.8
PglD DTNB	2	nt	4	-5	-2	nt
GSIS activator	-2	-46	nt	nt	21	-8
C2C12 statin	1	nt	8	7	3	nt

49. O=C1C[C@@H]2c3c(cccc3CN1Cc1ccc(F)cc1)C[C@@H](O)[C@H]2O
50. CN(c1ccccc1)c1nc(N2CCCC2)nc(-n2ccnc2)n1
51. CCC(=O)OC1(C(=O)CCl)[C@@H](C)C[C@H]2[C@@H]3CCC4=CC(=O)C=C[C@]4(C)[C@@]3(F)[C@@H](O)C[C@@]21C (stereo partly drawn)
52. O=C(NCc1ccco1)Nc1ccc2snnc2c1
53. CS(=O)(=O)N(CC(=O)Nc1ccccc1Br)Cc1ccccc1
54. Nc1ccc(C(=O)O)cc1S(=O)(=O)O
compound no.	49	50	51	52	53	54
FN deposition inh	4	19	-2	nt	7	9
miR-122 sensor	-3	1	12	4	nt	4
PGC1a acetyl inh	nt	-13	nt	31	nt	11
Cneo AK release	2	9	0	-1	3	0
F508del corr	0.4	nt	-6.5	nt	-1.9	2.5
PglD DTNB	-2	-4	-4	-4	-1	-3
GSIS activator	8	nt	nt	nt	-7	8
C2C12 statin	1	-62	6	-3	-5	-1

55. CN1OC[C@@H]2CN(C(=O)C(C)(C)C)[C@H](c3cccc(Oc4ccccc4)c3)C[C@@H]21
56. Cc1ccnc(NC(=O)c2cccc3ccccc23)c1
57. Cc1ccc(-c2cc(-c3ccccc3)nc(Cl)n2)cc1
58. CC(C)(C)c1ccc(C(=O)Nc2ccc3c(c2)C(=O)NC3=O)cc1
59. CCOC(=O)c1cnc(SCc2ccc(C(C)(C)C)cc2)nc1N
60. COc1ccc(Nc2ccc(Cl)cc2)c(C(=O)O)c1
61. CCCNC(=O)C[C@H]1CC[C@H]2[C@@H](COc3ccc(NC(=O)NC(C)C)cc3C(=O)N2C)O1
compound no.	55	56	57	58	59	60	61
FN deposition inh	-4	2	6	6	-6	7	nt
miR-122 sensor	2	0	6	4	-6	-7	26[16.7 µM]
PGC1a acetyl inh	0	2	-12	11	nt	nt	-8
Cneo AK release	0	-1	2	3	0	nt	0
F508del corr	-0.1	2.1	nt	0.4	nt	nt	0.1
PglD DTNB	0	-3	-4	nt	2	nt	-4
GSIS activator	-18	14	8	1	nt	-11	5
C2C12 statin	-8	nt	-9	-12	4	3	14
